OX1R FRET antag – blocks the human orexin 1 receptor; OX1R-expressing cells, FRET antagonist read-out; inhibition, % at 6.6 µM; O43613; 330,000 tested, 1.8% active; in the data active = inhibition mostly above about 38%, no sharp cut-off; inactive = mostly below about 40%;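 note: 0% = agonist challenge alone and 100% = reference antagonist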
Target sequence (O43613 whole entry, looked up): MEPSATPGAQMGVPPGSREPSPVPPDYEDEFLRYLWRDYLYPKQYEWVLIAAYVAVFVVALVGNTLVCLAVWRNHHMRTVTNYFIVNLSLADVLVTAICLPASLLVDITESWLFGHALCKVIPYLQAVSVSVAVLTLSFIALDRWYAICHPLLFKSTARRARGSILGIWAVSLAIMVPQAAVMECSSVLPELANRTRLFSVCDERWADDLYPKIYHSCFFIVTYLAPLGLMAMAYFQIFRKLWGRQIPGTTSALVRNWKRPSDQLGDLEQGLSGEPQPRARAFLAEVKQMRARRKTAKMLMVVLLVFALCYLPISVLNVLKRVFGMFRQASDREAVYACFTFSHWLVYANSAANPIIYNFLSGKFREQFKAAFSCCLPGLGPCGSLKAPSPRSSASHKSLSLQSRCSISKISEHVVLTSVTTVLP
STK33 kinase inh – human STK33 kinase inhibition; purified STK33, MBP phosphorylation, ADP-Glo luminescence; Q9BYT3; 320,000 tested, 0.073% active; AID 2661; inhibition, % at 10 µM;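 active = inhibition at or above 25%, using the most active replicate where run in duplicate; inactive = inhibition below 25%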
Target sequence (Q9BYT3 whole entry, looked up): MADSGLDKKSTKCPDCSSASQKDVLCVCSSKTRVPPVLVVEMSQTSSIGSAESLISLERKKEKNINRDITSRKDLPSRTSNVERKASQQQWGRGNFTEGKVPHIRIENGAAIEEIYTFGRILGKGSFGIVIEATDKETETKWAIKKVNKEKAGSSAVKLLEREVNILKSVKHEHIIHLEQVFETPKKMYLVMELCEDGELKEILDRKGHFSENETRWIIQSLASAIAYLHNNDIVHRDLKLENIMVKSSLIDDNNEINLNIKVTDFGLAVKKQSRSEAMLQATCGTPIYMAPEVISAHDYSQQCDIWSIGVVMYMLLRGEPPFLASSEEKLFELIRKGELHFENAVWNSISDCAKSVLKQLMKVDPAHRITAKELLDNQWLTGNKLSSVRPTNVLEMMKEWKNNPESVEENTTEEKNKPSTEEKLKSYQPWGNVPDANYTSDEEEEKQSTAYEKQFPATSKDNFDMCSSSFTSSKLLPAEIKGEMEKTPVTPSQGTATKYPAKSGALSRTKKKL
* hit, by the source's call; . = no result given.

A first look, two compounds:
SMILES	OX1R FRET antag	STK33 kinase inh
COc1ccc(OC)c(NC(=O)CCN2CCN(c3ccccc3)CC2)c1	14.3	-0.2
CC(=O)c1ccc(NCC(=O)N2CCN(S(=O)(=O)c3ccccc3)CC2)cc1	0.5	0.8

Results, from the start:
SMILES	OX1R FRET antag	STK33 kinase inh
COc1ccc(OC)c(NC(=O)CCN2CCN(c3ccccc3)CC2)c1	14.3	-0.2
CC(=O)c1ccc(NCC(=O)N2CCN(S(=O)(=O)c3ccccc3)CC2)cc1	0.5	0.8
OCC1(CCc2ccccc2)CCCN(CCCC(F)(F)F)C1 (stereo unspecified)	.	-16.0
C[C@]12CCC(=O)C=C1CC[C@@H]1[C@@H]2[C@@H](O)C[C@]2(C=O)[C@@H](C(=O)CO)CC[C@@H]12	16.7	-2.0
CCn1ccnc1C(O)c1ccccc1OC (stereo unspecified)	5.4	0.6
COC(=O)C1=C(N)c2ccccc2C1(C#N)c1ccccc1 (stereo unspecified)	6.8	-1.9
Cc1cccc(C)c1NC(=O)N1CC=C(n2c(=O)[nH]c3ccccc32)CC1	11.9	0.3
O/N=C/c1ccc(OCc2ccccc2)c(Br)c1	26.1	-0.2
CC(C)(C)C(=O)NNC(=O)c1ccc(Oc2cc(Cl)cc(Cl)c2)o1	2.5	-1.2
Cc1nc(CNS(=O)(=O)c2cccs2)cs1	10.2	0.1
Cc1ccc(C2(C)NC(=O)N(CC(=O)Nc3cccnc3Cl)C2=O)cc1 (stereo unspecified)	16.3	0.1
Cc1ccc(N2CC(C(=O)Nc3cc(C)on3)CC2=O)c(C)c1 (stereo unspecified)	16.8	0.9
COc1ccc(CCN2C(=NC(=O)CC(C)C)SC3CS(=O)(=O)CC32)cc1 (stereo unspecified)	7.3	-0.1
COc1ccc(OC)c(-c2cc(C(=O)NC3CCCC3)c3ccccc3n2)c1	13.2	-0.6
CNS(=O)(=O)c1cc(C(=O)O)ccc1OC	19.9	2.7
CCOc1ccc(C2CC(=O)NC3=C2C(=O)CCC3)cc1Cl (stereo unspecified)	-2.3	-0.8
Cc1ccc(S(=O)(=O)N2CCN(C(=O)C3COc4ccccc4O3)CC2)cc1C (stereo unspecified)	15.6	0.1
COC(=O)c1ccc(NC(=O)Nc2ccc([N+](=O)[O-])cc2)cc1	45.4	-0.1
CCOC(=O)c1c(-c2ccc(F)cc2)csc1NC(=O)CCN1C(=O)c2ccccc2C1=O	6.1	-2.5
CCn1cc(C(=O)O)c(=O)c2cc(F)c(N3CCN(C(=S)NC(=O)c4ccc(OC)cc4)CC3)cc21	8.1	0.8
CCOC(=O)N1CCC(NC(=O)CCc2c(C)nc3nc(C)nn3c2C)CC1	6.8	-0.2
CCCCC(=O)c1ccc(O)cc1O	4.8	0.8
CC(Oc1ccccc1)c1ccnc2nc(N3CCOCC3)nn12 (stereo unspecified)	7.1	2.4
Cc1ccc(S(=O)(=O)NCCc2cn3nc(C)c(C)nc3n2)cc1C	15.1	-0.5
Nc1nc(C2CC(=O)OC23CCCCC3)cs1 (stereo unspecified)	17.8	-0.3
O=C1NC2(CCCCCC2)C(=O)N1Cc1c(F)cccc1Cl	-2.6	-1.9
CCCCCCCN1C(Nc2ccccc2)=NC[C@@H]1CC(C)C	19.9	-0.9
CCCC(C)NC(=O)c1ccc(C2SCC(=O)N2Cc2ccco2)cc1 (stereo unspecified)	6.4	-2.6
CCC(=O)c1ccc(N2CCN(C(=O)c3cc([N+](=O)[O-])ccc3F)CC2)c(F)c1	21.0	-0.8
N#Cc1c2n(c3c(-c4ccccc4)ncnc13)CCC2	17.0	-1.0

Arranged by the number under STK33 kinase inh (descending): some entries from above
SMILES	OX1R FRET antag	STK33 kinase inh
CC(=O)c1ccc(NCC(=O)N2CCN(S(=O)(=O)c3ccccc3)CC2)cc1	0.5	0.8
CCOc1ccc(C2CC(=O)NC3=C2C(=O)CCC3)cc1Cl (stereo unspecified)	-2.3	-0.8
CCOC(=O)c1c(-c2ccc(F)cc2)csc1NC(=O)CCN1C(=O)c2ccccc2C1=O	6.1	-2.5

(further entries)
SMILES	OX1R FRET antag	STK33 kinase inh
CS(=O)(=O)N(CC(=O)NCc1ccco1)c1cc(C(F)(F)F)ccc1Cl	14.2	-0.9
CC(=O)c1cccc(N=C2NC(=O)C(CO)(CO)S2)c1	29.0	-1.2
CCn1ncc(Cl)c1C(=O)Nc1ccncc1	11.1	0.0
Cc1cc2cc(C#N)c(N3CCN(S(C)(=O)=O)CC3)nc2cc1C	26.3	0.6
O=C(CS(=O)(=O)Cc1ccccc1)Nc1ccc(Br)cc1F	-7.6	-0.2
Cc1ccc(NC(=S)Nc2ccc3[nH]c(=O)[nH]c3c2)cc1	2.7	0.0
O=C(O)CN=C1NC2(CCCCC2)Cc2ccccc21	5.5	-1.0
O=c1[nH]cnc2c1c(-c1ccccc1)cn2-c1ccccc1	6.4	-0.1
CSc1nc2c(c(=O)[nH]1)C(c1ccccc1)C1=C(CC(C)(C)CC1=O)N2 (stereo unspecified)	6.7	-0.8
O=C(c1ccncc1)c1ccc(Br)cc1	0.6	-0.4
Cc1onc(-c2ccccc2Cl)c1C(=O)OCC(=O)N1CCCCC1	0.5	-0.5
COc1ccc(OC)c(NC(=O)CCNS(=O)(=O)c2ccc3[nH]c(=O)oc3c2)c1	31.6	-1.4
COc1ccc(Nc2nc(-c3cccc([N+](=O)[O-])c3)nc3ccccc23)cc1	44.1	-0.7
Cc1ccccc1OCC(=O)N/N=C/c1c(C)nn(-c2ccccc2)c1Cl	14.4	-1.0
N#Cc1cc2ccc(N3CCOCC3)cc2cc1C#N	18.1	-0.8
CCOC(=O)CC1COCCN1Cc1cn[nH]c1-c1ccc2c(c1)OCO2 (stereo unspecified)	19.7	1.0
CC(c1ccon1)N(C)C(=O)CCc1nnc(CCCCc2ccccc2)o1 (stereo unspecified)	4.3	-0.9
COC(=O)c1ccc(CN2CCN(Cc3ccc(F)cc3)C(CCO)C2)cc1 (stereo unspecified)	34.2	0.1
CC(C)(C)NC(=O)c1cccc2c1-c1ccccc1C2=O	22.4	-1.1
Cc1ccc(NC(=O)CN2CCc3cc4c(cc3C2)OCCCO4)cc1C	10.4	-0.9
CCOC(=O)CSC1=C(C#N)C(c2ccc(C)o2)CC(=O)N1 (stereo unspecified)	2.6	-0.9
O=C(COc1ncnc2ccc(Br)cc12)NCc1ccco1	7.3	-0.4
C=CCSc1nc2ccsc2c(=O)n1-c1cccnc1	11.9	-1.3
COc1ccccc1C(CCN(Cc1ccccc1)C(C)=O)c1ccco1 (stereo unspecified)	10.8	-1.4
CCN(CC(=O)Nc1ccc(S(N)(=O)=O)cc1)S(=O)(=O)c1cc(C)ccc1OC	15.2	0.7
CCOc1ccc(CNC(=O)C2CC(=O)N(C3CCCC3)C2)cc1OC (stereo unspecified)	13.6	0.2
O=C(COC(=O)c1ccccc1[N+](=O)[O-])c1ccc2c(c1)OCO2	13.8	4.6
COC(=O)c1csc(S(=O)(=O)N2CCCCC2)c1OC	8.6	-0.1
O=C(N1CCOCC1)N1CCCC(c2nc(-c3cccs3)no2)C1 (stereo unspecified)	18.4	-0.3
COc1ccc(F)cc1S(=O)(=O)Nc1ccc(C)cc1	4.8	-1.4

Record cards, as listed above.
CCOC(=O)CC1COCCN1Cc1cn[nH]c1-c1ccc2c(c1)OCO2 (stereo unspecified) in the list: OX1R FRET antag: 19.7; STK33 kinase inh: 1.0
O=C(c1ccncc1)c1ccc(Br)cc1 in the list: OX1R FRET antag: 0.6; STK33 kinase inh: -0.4

Carrying on.
SMILES	OX1R FRET antag	STK33 kinase inh
O=C(OCC(=O)N1CCN(S(=O)(=O)c2ccc(Cl)cc2)CC1)C1CC1	4.2	.
Cc1cccc(C(=O)OCC(=O)c2ccc(CC(=O)N3CCOCC3)s2)c1C	0.4	.
O=C(CCCCn1c(=O)c2ccccc2n(Cc2ccccc2F)c1=O)NC1CCN(Cc2ccccc2)CC1	14.2	-1.7
Cc1cc2c(cc(C(=O)N3CCC(C(=O)NC4CCCC4)CC3)n2Cc2c(F)cccc2Cl)o1	10.8	-1.0
CC(C)NC(=O)Cn1cc(C#N)c2cc(Br)ccc21	7.9	-0.4
Cc1nc(CC(=O)Nc2nccs2)cs1	6.0	-1.2
O=C(CN1CCCCCC1)Nc1ccc(Br)cn1	37.3	-2.1
Cc1ccccc1-c1ocnc1C(=O)Nc1ccccc1NC(=O)c1ccccn1	23.7	-1.4
CC(=O)Nc1ccc(S(=O)(=O)N(C)c2ccc(OCC(=O)OCC(=O)Nc3ccc(OC(F)F)cc3)cc2)cc1	6.8	-1.4
Fc1ccc(-c2ccc(/C=N\n3cnnc3)o2)cc1Cl	27.7	-0.9
O=c1c(Cl)c(Nc2cccc(Cl)c2)cnn1-c1nc2ccccc2s1	22.0	-0.2
COc1ccccc1OCC(=O)NCC1CCCN(C(=O)c2ccccc2SC)C1 (stereo unspecified)	-2.4	-1.4
O=C(Nc1ccc(Cl)cc1)NC1(C(=O)NCCCN2CCOCC2)CCCCC1	25.7	-0.7
COc1ccccc1C(=O)Nc1nc(-c2ccc3c(c2)OCCO3)cs1	46.8*	-0.8
FC(F)(F)c1ccc(-n2ccnc2)nc1	34.2	-1.0
CCOC(=O)c1c(S(=O)(=O)N2CCCCC2C)c(C)n(C)c1C (stereo unspecified)	11.6	-0.9
CC1CN(C(=O)C2(C)CC2(Br)Br)CC(C)O1 (stereo unspecified)	4.3	.
N#Cc1ccccc1Cn1c(=O)n(Cc2ccc(C(=O)NCc3ccco3)cc2)c(=O)c2ccccc21	25.2	-0.8
COc1ccc(-n2nnc3c(=O)n(CC(=O)N4CCC(C)CC4)cnc32)cc1	11.8	-0.1
CCC(NS(=O)(=O)c1ccc(C)cc1)C(=O)O (stereo unspecified)	-1.2	-1.0
C=CCSC1=C(C#N)C(c2ccccc2C)CC(=O)N1 (stereo unspecified)	18.5	0.5
COc1ccccc1NS(=O)(=O)c1cccc(C(=O)NCC(c2ccccc2OC)N2CCCC2)c1 (stereo unspecified)	8.2	0.3
C/C(=C\C(=O)c1ccc(Cl)s1)N(C)C	26.5	-2.7
Cc1ccc(S(=O)(=O)NCCNC(=O)c2ccc(C)nc2)cc1	11.3	-1.4
Cc1cccc(NC(=O)CSCC(=O)N2CCCc3ccccc32)c1	10.2	0.8
CCSc1nnc(NC(=O)c2csc(C)c2)s1	3.8	0.3
CCN(CC)c1ccc(S(=O)(=O)N2CCOCC2)cc1NC(=O)CN1CCc2ccccc2C1	14.8	-0.7
CCC1(C)Cc2[nH]c(=O)c(C#N)cc2CO1 (stereo unspecified)	10.2	-0.8
COc1ccc(-c2nnc(SC)nc2-c2ccc(OC)c([N+](=O)[O-])c2)cc1[N+](=O)[O-]	17.8	1.1
CC(C)(C)[C@H]1C=C(C(=O)Nc2ccccc2)O[C@@H](OCc2ccc(CO)cc2)C1	2.4	0.3
O=C(c1cccc(F)c1)N1CCN=C1SCc1cccnc1	13.8	-1.5
CCc1ccc(Nc2n[n+](-c3ccccc3)c(-c3cccc(Cl)c3Cl)s2)cc1	16.9	-0.8
Cc1ccc2cc(CCNS(=O)(=O)c3ccc(F)cc3)c(=O)[nH]c2c1	11.5	-0.9
CC(C)(C)OC(=O)C[C@@H]1C/C=C\C[C@H](CC(=O)NCCO)C(=O)N[C@@H](c2ccccc2)COC1=O	3.0	0.2
O=C(N/N=C/c1c(O)n(Cc2ccccc2)c(=O)c2ccccc12)c1cccnc1	8.9	0.7
CCN(CC)C(=O)c1cccc(C)c1	9.0	-1.1
Cc1ccc(NC(=O)c2sccc2-n2cccc2)c(C)c1	21.7	0.3
Cc1cnc(NC(=O)CSc2nnc(C)n2N)s1	26.8	-0.3
Clc1ccc(-c2cc(CSc3ccccc3)on2)cc1	7.2	-0.9
CC(Nc1cccc(F)c1)C(=O)Nc1ccc(S(N)(=O)=O)cc1 (stereo unspecified)	10.7	-1.4
CCc1ccc(/C=N/NC(=O)c2ccccn2)cc1	-0.4	3.4
COCCCNC(=O)Cc1ccc(S(=O)(=O)N2CCOCC2)s1	-1.5	-1.5
O=c1c2cnn(-c3ccccc3)c2ncn1Cc1ccccn1	28.6	-0.2
O=C(CSc1nnc2ccccn12)NNC(=O)c1ccc(Cl)cc1	-9.8	-0.4
O=C(c1cccc([N+](=O)[O-])c1)N1CCN(c2n[nH]c(=O)[nH]c2=O)CC1	21.2	-0.8
CC1CCCC(C)N1C(=O)COC(=O)COc1ccc(C#N)cc1 (stereo unspecified)	9.4	-0.3
O=C(NCC1CCCC(CNC(=O)Nc2ccc(Cl)cn2)C1)Nc1ccc(Cl)cn1 (stereo unspecified)	34.9	0.4
O=C(COC(=O)c1cccc(S(=O)(=O)N2CCc3ccccc3C2)c1)NCc1ccco1	22.1	-0.3
C=CCn1c(N)cc(=O)nc1SC(CC)C(=O)Nc1ccc(C(C)=O)cc1 (stereo unspecified)	1.4	-1.5
Cc1ccc(NC(=O)/C(=C\c2ccc3c(c2)OCO3)NC(=O)c2ccco2)cc1	15.5	-1.2
CCOC(=O)C1=CN(Cc2ccco2)S(=O)(=O)NC1c1ccc(F)c(Cl)c1 (stereo unspecified)	11.3	.
CSc1ccccc1NC(=O)N1CCCC(C(=O)c2ccc3c(c2)OCO3)C1 (stereo unspecified)	27.9	0.7
CCc1ccc(C(=O)N2CCN(S(=O)(=O)c3sc(C(=O)O)c(C)c3C(=O)O)CC2)cc1	0.6	-0.6
CCOC(=O)c1sc(NC(=O)CC)c(C#N)c1C	2.4	-0.1
CC1(NC(=O)CCS(=O)(=O)c2ccc(Cl)cc2)CCS(=O)(=O)C1 (stereo unspecified)	-2.2	-1.7

Source: PubChem
